Lipid storage S3: qHTS Assay for Lipid Storage Modulators in Drosophila S3 Cells | Drosophila S3 cells, BODIPY lipid droplet fluorescence, 18-24 h; cells fed with added oleic acid | Potency in µM for hits, for the others lipid storage change, negative = inhibition, % at the top dose, mostly 46.1 µM | 320,000 compounds, 0.64% hits | AID 2685; active means well fitted inhibition curve with a large enough effect in the signal ratio, with a control signal flat, not every such curve was filed as active; inconclusive means small, poorly fitted or top-dose-only effect, or effect the other way, or a change in a side signal; the % refers to the signal ratio
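Drosophila S3 cells loaded with oleic acid (400 uM, as added) and compounds at several concentrations; lipid droplets imaged by 488-nm laser-scanning cytometry, 500–530 nm intensity and object ratio to cell channel. Percent activity normalized to 20 uM Triacsin C.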
Lipid storage S3 cell count max: second read-out of Lipid storage S3, no call of its own (marks repeat the call); cell number change, %; measured here: cell count max response;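 cells counted by Cell Tracker Red CMTPX staining in the red channel; peak over a dose series mostly up to 46.1 µM; percent activity relative to internal control wells on each plate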
Numbers without * were called inactive; i = inactive; ? = inconclusive; . = no result given. On the % scale 0 is the no-effect control and ±100 the full control effect; potency means the concentration at half of the fitted maximal effect. These rows are one share of the data, so the mix of outcomes need not match the whole.

The line under a structure holds: Lipid storage S3 | Lipid storage S3 cell count max
CC(=O)N1CCCc2cc(S(=O)(=O)CCC(=O)N3CCN(c4ccccc4)CC3)ccc21
    ? | .
CCOC(=O)C1(O)CC(C)=NN1C(=O)c1cccc(Cl)c1 (stereo not drawn)
    -3% | 8
O=C(Oc1ccc2c(=O)c(Oc3ccc4ccccc4c3)coc2c1)c1cccnc1
    ? | .
Cn1ccnc1SCC(=O)Nc1cc(C(F)(F)F)ccc1N1CCOCC1
    i | 14
CCCS(=O)(=O)N1CCC(Cc2ccc(OC)cc2)(C(=O)OCC)CC1
    16% | 4
CCOC(=O)c1c(-c2ccc(OC)cc2)nc2nonc2c1N
    8% | -3
CCN(Cc1cc2ccccc2[nH]c1=O)S(=O)(=O)c1ccc(OC)cc1
    ? | .
CC(Oc1ccc(F)cc1)C(O)CCN(C)C (stereo not drawn)
    ? | .
O=C(NC(=S)Nc1cccnc1)c1ccccc1
    ? | .
Cc1ccc(NS(=O)(=O)c2cc(C(=O)OCC(=O)NCC3CCCO3)ccc2C)cc1 (stereo not drawn)
    ? | .
Cc1cc([N+](=O)[O-])nn1CC(=O)N(C)Cc1ccccc1
    -7% | 20
C/C(=C\C(=O)N1CCc2ccccc21)C(=O)O
    ? | .
c1ccc(C2=NNC(=NCc3ccc4c(c3)OCO4)SC2)cc1
    19% | 5
CC(C)C(c1nnnn1Cc1ccccc1)N(CCCO)Cc1cc2cc3c(cc2[nH]c1=O)OCO3 (stereo not drawn)
    7% | -23
Cc1ccc(S(=O)(=O)c2nc(S(C)(=O)=O)sc2N2CCOCC2)cc1
    ? | .
CN1/C(=C/C(=O)CSc2ccccc2C(=O)O)C(C)(C)c2ccccc21
    ? | .
CCN(CC(=O)Nc1ccc(NC(C)=O)cc1)C(=O)CSCc1c(C)noc1C
    ? | .
COc1ccc(OC)c(C(c2nnnn2C(C)(C)C)N2CCc3ccccc3C2)c1 (stereo not drawn)
    ? | .
CCC(C)c1ccc(O)c(N)c1 (stereo not drawn)
    9% | 7
CCCS(=O)(=O)C/C(N)=N/OC(=O)c1ccccc1Cl
    6% | -2
Cc1cc(NC(=O)c2cccs2)ncc1NC(=O)C(C)C
    8% | -7
CCC(Sc1nc(-c2ccccc2)c(-c2ccccc2)[nH]1)C(=O)O (stereo not drawn)
    ? | .
CC(=O)Nc1ccc(NC(=O)C(C)n2nc([N+](=O)[O-])c(Br)c2C)cc1 (stereo not drawn)
    9% | 0
O=C(NC1CCCc2c1cnn2-c1ccc(F)cc1F)c1ccccn1 (stereo not drawn)
    ? | .
COc1cc(/C=C2\CCC/C(=C\c3ccc(O)c(OC)c3)C2=O)ccc1O
    ? | .
Cc1cc(C)c(NC(=O)c2oc3ccccc3c2COc2ccccc2)c(C)c1
    -8% | .
C/C(=N\NC(=S)NCc1ccccc1)c1ccc(Cl)cc1
    ? | .
Cc1ccc(OCC(=O)N(C)CC(=O)Nc2cccc(F)c2)cc1
    i | 14
FC(F)(F)c1ccccc1CN1CCCC(N2CCN(c3ccccc3)CC2)C1 (stereo not drawn)
    ? | .
COCC(=O)Nc1ccc(C(=O)Nc2ccccc2Cl)cc1
    12% | -4

Looked up by compound from above (5):
The line under a structure holds: Lipid storage S3 | Lipid storage S3 cell count max
CC(C)C(c1nnnn1Cc1ccccc1)N(CCCO)Cc1cc2cc3c(cc2[nH]c1=O)OCO3 (stereo not drawn)
    7% | -23
CC(Oc1ccc(F)cc1)C(O)CCN(C)C (stereo not drawn)
    ? | .
CCN(CC(=O)Nc1ccc(NC(C)=O)cc1)C(=O)CSCc1c(C)noc1C
    ? | .
Cn1ccnc1SCC(=O)Nc1cc(C(F)(F)F)ccc1N1CCOCC1
    i | 14
COCC(=O)Nc1ccc(C(=O)Nc2ccccc2Cl)cc1
    12% | -4

Following part:
The line under a structure holds: Lipid storage S3 | Lipid storage S3 cell count max
Cc1ccc(/C=N/NC(=O)c2nnn(-c3nonc3N)c2CSc2ccccc2)cc1
    ? | .
CNC(=O)CN(c1cccc2ccccc12)S(C)(=O)=O
    ? | .
CCN(CC)S(=O)(=O)c1ccc(N2CCCC2)c(NS(=O)(=O)c2ccc([N+](=O)[O-])cc2)c1
    -24% | -7
COc1cc([C@@H]2[C@H]3CNCC=C3C(C#N)=C(N)C2(C#N)C#N)ccc1OC(C)C
    i | .
CCCCc1cc(=O)oc2cc(OC(C)C(=O)NCc3ccccn3)c(Cl)cc12 (stereo not drawn)
    ? | .
COc1cccc(NC(=O)Cc2csc(NC(=O)Nc3ccccc3OC)n2)c1
    ? | .
CC1=CS(=O)(=O)CC1Sc1nc(C)n[nH]1 (stereo not drawn)
    ? | .
COc1ccc(-n2nc(C(=O)NCC(=O)NC3CCCCC3)c3ccccc3c2=O)cc1
    -5% | 15
CCOc1ccc2nnc(-c3ccc(Br)cc3)n2n1
    1% | 3
C[C@]12C[C@H](O)[C@H]3[C@@H](CCC4=CC(=O)CC[C@@]43C)[C@@H]1CC[C@@H]2C(=O)CO
    -1% | -8
CCc1ccccc1-n1c(SCC(=O)c2c(N)n(C3CC3)c(=O)[nH]c2=O)nnc1N1CCOCC1
    ? | .
O=C(Cn1ccc(C(F)(F)F)n1)Nc1cccc(S(=O)(=O)N2CCCCC2)c1
    -15% | -4
Cc1ccccc1NC(=O)c1ccccc1-c1ccccc1
    ? | .
OCCC1CN(Cc2cccc3nonc23)CCN1Cc1ccsc1 (stereo not drawn)
    -9% | 12
Nc1ccccc1SC(C[N+](=O)[O-])c1ccccc1 (stereo not drawn)
    ? | .
COc1cccc(C2CC(c3cccc(OC)c3)n3nc(N)nc3N2)c1 (stereo not drawn)
    ? | .
CCc1ccccc1Nc1nc(N)nc(CSCC(=O)Nc2ccc(C)c(C)c2)n1
    ? | .
CCCCCC(=O)Nc1cccc2ccccc12
    7% | 0
COCCCNc1nc2ccccc2nc1NS(=O)(=O)c1ccc(OC)cc1
    ? | .
COc1ccccc1NC(=O)Cn1cnc2c(oc3nc4c(cc32)CCCC4)c1=O
    ? | .
Cc1ccc(-c2sc(-c3ccccc3)nc2CC(=O)Nc2ccccc2F)cc1
    -2% | -24
NS(=O)(=O)c1cccc(NC(=O)c2cncc(Br)c2)c1
    1% | 0
CCCOc1ccc(/C=C/C(=O)Nc2ccc([N+](=O)[O-])cc2)cc1
    ? | .
COc1ccc(C)cc1NC(=O)c1ccc(S(=O)(=O)N2CCCCC2)cc1
    ? | .
CC(=O)Nc1sc(C)c(C)c1C(=O)OC(C)C
    ? | .
Cc1cc(C(=O)NCCCN2CC(C)CC(C)C2)n(-c2ccccc2)n1 (stereo not drawn)
    ? | .
O=C(O)c1ccc(S(=O)(=O)N[C@H](Cc2ccc([N+](=O)[O-])cc2)C(=O)O)cc1
    16% | 3
Cc1noc(NS(=O)(=O)c2ccc(NC(=O)c3ccc(Cl)c(S(=O)(=O)N(C)c4ccccc4)c3)cc2)c1C
    ? | .
COC(=O)CSc1nnc(-c2ccc(NS(=O)(=O)c3ccccc3)cc2)o1
    -4% | 0
O=S(=O)(NCC1OCCc2ccccc21)c1ccccc1 (stereo not drawn)
    ? | .
Cc1cccc(C)c1OCCNC(=O)OCc1ccccc1
    ? | .
O=C1c2ccccc2C(=O)N1CCc1csc(-c2cccc(F)c2)n1
    ? | .
Cc1ccccc1COc1ccc2oc(C)c(C(=O)O)c2c1
    ? | .
CCOC(=O)Cn1nc(C)c([N+](=O)[O-])c1C
    2% | 2
OCC[C@@H]1C[C@H](O)[C@@H](O)[C@]2(Cc3ccccc3CO2)O1
    ? | .
CCn1cc2nc(SCC(=O)Nc3ccccc3F)n(Cc3ccccc3)c(=O)c2n1
    ? | .
COc1ccc(C(=O)NCc2ccc3c(c2)cc(C)n3C)cc1OC
    ? | .
CCCn1cc(CN2CCCC(C(=O)c3cccc(OC(C)C)c3)C2)c(C)n1 (stereo not drawn)
    ? | .
CNC(=O)[C@@H]1CCC(=O)N1
    ? | .
O=C(COC(=O)C1CC(=O)N(Cc2ccccc2)C1)Nc1ccccc1F (stereo not drawn)
    ? | .
COCCNS(=O)(=O)c1cc(Br)ccc1OC
    ? | .
CCCCCCCCCC(=O)NNC(=O)c1c(O)c2ccccc2n(CC)c1=O
    3% | 13
COC(C(=O)Nc1cccc(F)c1)c1ccccc1 (stereo not drawn)
    ? | .
CCCOc1ccc(N2CC(C(=O)NC(C)C)CC2=O)cc1 (stereo not drawn)
    4% | -7
Cc1ccc(CSCCNC(=O)c2ccc(C)cc2)cc1
    i | .
Cc1ccc(OCC(=O)NN=C2C3CC4CC(C3)CC2C4)cc1
    ? | .
Cc1ccc(Nc2nc(C(=O)NCC3CCCO3)cs2)cc1 (stereo not drawn)
    0% | 2
O=C(CSc1nc2nc3c(cc2c(=O)n1-c1ccccc1)CCCC3)Nc1ccccc1
    -11% | -18
O=C(Oc1ccc(N(Cc2cccs2)C2=NS(=O)(=O)c3ccccc32)cc1)c1ccccc1Cl
    3% | 10
CCCNC(=O)c1ccccc1NC(=O)COc1ccc(OC)cc1
    i | .
CC1(C)Oc2ccc3ccc(=O)oc3c2C[C@H]1O
    ? | .
CC(=O)Nc1ccc(SCC(=O)OCC(=O)NC(=O)NCc2ccco2)cc1
    ? | .
Cc1cccc(CN2CCN(C(=O)CN(C)C(C)C(=O)Nc3ccc(C(N)=O)cc3)CC2)c1 (stereo not drawn)
    ? | .
CC(=O)Nc1ccc(S(=O)(=O)Nc2nc3ccccc3s2)cc1
    23µM* | -11*
NC(=O)Cc1ccc(C(=O)c2ccccc2)s1
    ? | .
CCCCC[C@H](O)/C=C/[C@@H]1[C@@H](CCCCCCC(=O)O)[C@@H](O)C[C@H]1O
    -19% | -1
COc1ccc(S(=O)(=O)N(c2onc(C)c2Cl)S(=O)(=O)c2ccc(OC)cc2)cc1
    ? | .
CCCOc1cccc(NC(=O)OC2CCN(C)CC2)c1
    i | .
CC1CC(C)CN(C(=O)/C=C/c2ccc(S(=O)(=O)N3CCOCC3)cc2)C1 (stereo not drawn)
    ? | .
O=C(Nc1ncc(Cc2cc(Cl)ccc2Cl)s1)c1ccc([N+](=O)[O-])cc1
    ? | .

Rewritten as labelled records: entries from further up
> CC(=O)Nc1ccc(S(=O)(=O)Nc2nc3ccccc3s2)cc1
  Lipid storage S3 = 23µM* | Lipid storage S3 cell count max = -11*
> NC(=O)Cc1ccc(C(=O)c2ccccc2)s1
  Lipid storage S3 = ? | Lipid storage S3 cell count max = .

More structures:
The line under a structure holds: Lipid storage S3 | Lipid storage S3 cell count max
COc1ccc(S(=O)(=O)N2CCN(Cc3c[nH]c4ccccc34)CC2)cc1
    2% | 4
Cc1cc(C)c(S(=O)(=O)N2CCC(C(=O)OCc3c(C)noc3C)CC2)c(C)c1
    7% | 5
Nc1c2c(nc3ccn(-c4ccccc4)c(=O)c13)CCCCC2
    ? | .
CCN(c1ccccc1)S(=O)(=O)c1cccc(C(=O)NCC2(N(C)C)CCCCC2)c1
    -3% | 4
O=C(CC(CC(=O)c1ccccc1)C(=O)O)c1ccccc1
    ? | .
O=C(c1cnc2ccc(Cl)cc2c1Cl)N1CCOCC1
    7% | -8
Cc1ccc(C(=O)CSc2ncnc3sc4c(c23)CCCC4)cc1
    12% | 1
OC[C@H]1O[C@H](OCc2ccccc2)[C@H](O[C@@H]2OC[C@@H](O)[C@H](O)[C@H]2O)[C@@H](O)[C@@H]1O
    ? | .
CCSc1nc(CC)c2c(c1C#N)CCCC2
    10% | 8
Cn1c(=O)[nH]c(=O)c2c1nc(N1CCCC1)n2CCCSc1nc2ccccc2o1
    ? | .
COc1ccccc1-c1c(C)nn2c(C)cc(C)nc12
    ? | .
CCn1c(SCC(=O)Nc2ccc(OC)c(OC)c2)nnc1-c1cccs1
    23% | -7
O=C(NNC(=S)NC1CCCCC1)c1ccccc1Cl
    8% | 4
Cc1cccc(NC(=O)CCS(=O)(=O)c2ccc3c(c2)oc(=O)n3C)c1
    i | -12
Cc1nn(-c2ccccc2)c(N2CCCC2)c1/C=N/NC(=O)c1cc(-c2ccccc2)nc2ccccc12
    -19% | 10
COc1ccc(-n2c(C)cc(C(=O)CN3CCC(C)CC3)c2C)cc1
    ? | .
Cc1ccc(N2C(=O)CC(N3CCN(C4CCc5ccccc5C4)CC3)C2=O)cc1 (stereo not drawn)
    ? | .
CC(C)OCCCNC(=O)Cn1ccc2cc(S(=O)(=O)N3CCCCCC3)ccc21
    -2% | -5
Cc1nc(/N=C(\N)Nc2ccccc2)nc2ccccc12
    ? | .
Cc1ccc(C(=O)NC(=S)NCc2cccnc2)cc1
    ? | .

3 successive records out of the list so far, quoted:
The line under a structure holds: Lipid storage S3 | Lipid storage S3 cell count max
CC(C)OCCCNC(=O)Cn1ccc2cc(S(=O)(=O)N3CCCCCC3)ccc21
    -2% | -5
Cc1nc(/N=C(\N)Nc2ccccc2)nc2ccccc12
    ? | .
Cc1ccc(C(=O)NC(=S)NCc2cccnc2)cc1
    ? | .

Bioassay records (PubChem BioAssay)
